FLuc counter: counter-screen for miR-21 project: firefly luciferase inhibitors or activators; 360,000 tested, 6.9% active; purified FLuc, Km substrates, luminescence inhibition; AID 588342; Potency, µM (doses to about 57.5 µM), for inactives: at the highest dose activity change, negative = inhibition, actives largely listed as inhibitors; P08659;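 note: plate controls were vehicle for no effect and reference inhibitor for full effect; nearly all actives have a fitted effect of over 55% in size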
Target sequence (P08659 whole entry, looked up): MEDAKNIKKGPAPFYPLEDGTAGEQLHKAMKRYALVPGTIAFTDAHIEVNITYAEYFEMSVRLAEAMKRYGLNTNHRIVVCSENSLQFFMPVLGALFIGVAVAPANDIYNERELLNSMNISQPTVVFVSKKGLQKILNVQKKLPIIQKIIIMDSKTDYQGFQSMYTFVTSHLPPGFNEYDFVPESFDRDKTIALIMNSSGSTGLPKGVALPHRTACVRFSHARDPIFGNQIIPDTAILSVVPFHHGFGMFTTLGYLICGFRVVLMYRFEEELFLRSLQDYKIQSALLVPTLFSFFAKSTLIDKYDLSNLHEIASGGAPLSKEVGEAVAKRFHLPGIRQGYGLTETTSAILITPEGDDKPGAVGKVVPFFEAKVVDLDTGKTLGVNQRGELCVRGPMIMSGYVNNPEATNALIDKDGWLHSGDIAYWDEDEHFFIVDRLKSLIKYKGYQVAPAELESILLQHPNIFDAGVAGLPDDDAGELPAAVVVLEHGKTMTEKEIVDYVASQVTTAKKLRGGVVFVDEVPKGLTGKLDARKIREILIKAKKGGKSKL
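Purified P. pyralis luciferase, 10 nM final, with Km-level 10 uM D-luciferin and 10 uM ATP in 50 mM Tris acetate pH 7.5, 10 mM Mg acetate, 0.01% Tween-20, 0.05% BSA; 6-point qHTS titration about 60 µM downward; luminescence read.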
BRCA1 expr up: activators of BRCA1 expression; 380,000 tested, 1.1% active; Potency, µM (series often up to 46.1 µM), for the others: top-dose activation, most hits filed as activators; MCF7-BRCA1-FFLuc reporter, luminescence, 48 h; response scale: scaled: vehicle 0%, 10 µM genistein 100%; note: nearly all actives have a fitted effect of over 80% in size; some results filed as inactive show a strong effect at the top dose
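Cells: MCF7-BRCA1-FFLuc, 2000/well. Exposure: 48 h, 37 °C, 5% CO2. Read: luminescence, 15 min post-substrate. Controls: genistein 10 microM (maximal activation), DMSO (neutral).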
* = called active by the depositor; ? = inconclusive. Calls come from the whole dose curve; as a rule, active = well fitted curve in the direction sought with a large enough effect; inconclusive = small, poorly fitted or top-dose-only effect, or another doubt; inactive = no such curve, though single readings can be large; an effect the other way counts as inactive or inconclusive. Potency is the fitted concentration of half-maximal effect.

Structure	FLuc counter	BRCA1 expr up
CCOc1cc(C2C(C(N)=O)=C(C)Nc3ncnn32)cc(Br)c1O (configuration not stated)	3%	-6%
Cc1cccc(NC(=O)C(=O)NCCc2sc(-c3ccccc3)nc2C)c1C	-1%	17%
CCOC(=O)N1CCN(c2ncc3c(n2)CC(c2ccccc2O)CC3=O)CC1 (configuration not stated)	0%	-20%
CCC(C)NC(=O)c1ccc2c(c1)N=C(C)c1cc(C)ccc1S2 (configuration not stated)	-19%	-64%
Cc1oc(-c2ccccc2F)nc1CS(=O)(=O)CC(=O)N1CCN(c2cccc(C(F)(F)F)c2)CC1	0%	-32%
Cc1ccccc1NC(=O)CSc1nc2ccc(NC(=O)COc3ccccc3F)cc2s1	0%	0%
CCc1ccc(-n2c(=O)c3sc4ccccc4c3n(CC(=O)NCc3ccccc3)c2=O)cc1	-3%	14%
CC1=C(C(=O)Nc2cccnc2)C(c2ccc(Cl)cc2)n2nc(SCc3ccccc3)nc2N1 (configuration not stated)	0%	19%
COCCNC(=O)c1ccc(Cn2c(SCC(N)=O)nc3ccccc3c2=O)cc1	-7%	5%
CC(=O)c1ccc(Nc2cc(C)nc3nc(Cc4ccccc4)nn23)cc1	-10%	-6%
COc1ccc(S(=O)(=O)N2CCN(c3ccccc3)CC2)cc1-c1noc(C)n1	-4%	0%
CCc1nn(C(C)C(=O)N2CCN(c3cccc(C(F)(F)F)c3)CC2)c(=O)c2cc3occc3n12 (configuration not stated)	?	23%
COc1ccc(C2CC(=O)c3cc(-c4nc(-c5cccc([N+](=O)[O-])c5)cs4)c(=O)n(-c4ccccc4N)c3C2)cc1 (configuration not stated)	-6%	-12%
COc1ccc(CCNC(=O)CCc2c(C)nc3cc(-c4ccc(Cl)cc4)nn3c2C)c(OC)c1	-13%	-40%
CCCCOc1ccccc1C1CC(=O)Nc2cc(OC)c(OC)cc21 (configuration not stated)	-4%	-7%
Cc1cccc(Nc2cc(C)nc3nc(-c4ccccc4)nn23)c1	-8%	25%
CCc1ccccc1NC(=O)Cn1nc(C(F)(F)F)c2c1CCCC2	0%	-13%
COc1ccc(-c2cc(-c3ccc4c(c3)NC(=O)CO4)nc3c2COc2ccc(C)cc2-3)cc1	?	0%
Cc1nnc(SCC(=O)NCc2ccccc2F)c2nn(-c3ccc(Cl)cc3)c(C)c12	2%	-18%
COc1ccc(-n2ccnc(NCc3ccccc3Cl)c2=O)cc1OC	4%	0%

Additional compounds follow.
Structure	FLuc counter	BRCA1 expr up
CCCC(=O)Nc1nc2c(s1)CC(C(C)(C)C)CC2 (configuration not stated)	?	?
COc1cc2c(=O)n(Cc3ccco3)c(=O)n(CC(=O)Nc3ccc(F)cc3)c2cc1OC	-8%	7%
CCN1CCN(C(=O)c2ccc3c(c2)N(Cc2ccc(Cl)cc2)C(=O)c2ccccc2S3=O)CC1 (configuration not stated)	-1%	-20%
Cc1cccc(NC(=O)NCCn2c(=O)oc3ccc(C)cc32)c1	2%	7%
COc1ccc(CCCc2nnc(SCC(=O)Nc3ccc(C)cc3C)o2)cc1	-17%	9%
COC(=O)c1cc2c(cc1NC(=O)c1cnn(-c3ccccc3)c1-n1cccc1)OCO2	-2%	11%
COc1ccc(NC(=O)C2CCN(S(=O)(=O)c3c(C)noc3/C=C/c3ccc(C)cc3)CC2)cc1Cl	-2%	0%
CC(C)OCCCNC(=O)c1ccc2c(c1)N(Cc1c(F)cccc1Cl)C(=O)c1ccccc1S2	-3%	-36%
COc1ccccc1NC(=O)Cn1c(=O)n(-c2cccc(Cl)c2)c(=O)c2sc3ccccc3c21	2%	10%
CC1=C(C(=O)Nc2ccccc2)C(CC(C)C)n2nc(SCc3ccccc3C)nc2N1 (configuration not stated)	4%	8%
Cc1cc(C)cc(NC(=O)C2CCCN(c3nnc(-n4c(C)ccc4C)s3)C2)c1 (configuration not stated)	-8%	-35%
COc1cccc(CNC(=O)C2CCC(CNS(=O)(=O)c3ccc4c(c3)CCCC(=O)N4)CC2)c1 (configuration not stated)	4%	-7%
CCCC1=Nc2cc(C(=O)NCc3ccc(OC)cc3)ccc2Sc2ccc(C)cc21	1%	-64%
COc1cc(NC(=O)C2=C(C)Nc3nnnn3C2c2ccc(SC)cc2)c(OC)cc1Cl (configuration not stated)	-19%	-8%
Cc1ccc(C)c(N2C(=O)N(C)c3ccccc3S2(=O)=O)c1	3%	7%
O=C(NCCn1cc(SCc2ccc(F)cc2)c2ccccc21)c1cccs1	-10%	-31%
Cc1cc2nnc(SCc3ccc(F)cc3)n2c2ccccc12	-18%	3%
COc1ccc(-c2noc(CSc3nnc(-c4ccncc4)n3-c3ccccc3)n2)cc1	-15%	-21%
COc1ccc(S(=O)(=O)n2nc(C)c(S(=O)(=O)N3CCC(C)CC3)c2C)cc1C	-16%	10%
CCOC(=O)c1c(NC(=O)CSc2cn(CCNC(=O)c3ccc(OCC)cc3)c3ccccc23)sc2c1CCC2	-5%	2%

The final 4 records of the part before are carried over, then new ones follow:
Structure	FLuc counter	BRCA1 expr up
Cc1cc2nnc(SCc3ccc(F)cc3)n2c2ccccc12	-18%	3%
COc1ccc(-c2noc(CSc3nnc(-c4ccncc4)n3-c3ccccc3)n2)cc1	-15%	-21%
COc1ccc(S(=O)(=O)n2nc(C)c(S(=O)(=O)N3CCC(C)CC3)c2C)cc1C	-16%	10%
CCOC(=O)c1c(NC(=O)CSc2cn(CCNC(=O)c3ccc(OCC)cc3)c3ccccc23)sc2c1CCC2	-5%	2%
COc1ccc(NCc2cc3ccc(OC)cc3n(CC(=O)Nc3cc(Cl)ccc3C)c2=O)cc1	1%	-7%
COc1ccc(NC(=O)CC2C(=O)N(c3ccc(C)cc3)C(=O)N2C2CCCCC2)cc1 (configuration not stated)	4%	-5%
O=C(NCc1ccc(Cl)cc1)c1ccc2c(Cl)c3c(nc2c1)CCCC3	3%	-2%
Cc1cccc(N2CCN(C(=O)CCCCn3c(=O)[nH]c4ccsc4c3=O)CC2)c1C	-12%	-48%
Cc1ccc(-c2noc(COc3ccc(Br)c(C)c3)n2)cc1	7%	21%
Cc1c2cnn(-c3ccccc3)c(=O)c2c(C)n1CCCC(=O)Nc1ccc(F)cc1F	-9%	3%
Cc1ccc(N2C(=O)CS(=O)(=O)C23C(=O)N(Cc2ccc(Cl)cc2)c2ccccc23)cc1C (configuration not stated)	5%	-11%
COc1ccc(OC)c(C2C(C(=O)N3CCCCC3)=C(C)Nc3nc4ccccc4n32)c1 (configuration not stated)	-5%	11%
Cc1ccc(C(C)C)c(OCCSc2nc(-c3ccccc3F)nc3cc(=O)[nH]n23)c1	?	-3%
COc1ccc(N2CCN(C(=O)CCS(=O)(=O)c3cc4c(cc3Cl)NC(=O)CO4)CC2)cc1	-6%	-10%
Cc1ccc(-n2nc(C)c(C(=O)NCCCN3CCN(c4ccc(F)cc4)CC3)c2-n2cccc2)cc1	-6%	-23%
CCc1ccc(NC(=O)N2CCN(Cc3nc4ccc(C)cc4o3)CC2)cc1	-12%	10%
Cc1cccc(Nc2nc(C)nc(N)c2S(=O)(=O)c2ccccc2)c1	-2%	-8%
COc1ccc(N2C(=O)CSC23C(=O)N(CC(N)=O)c2ccccc23)cc1 (configuration not stated)	0%	23%
COc1ccccc1N1CCN(C(=O)CCn2nc(C)c(S(=O)(=O)N3CCCC3)c2C)CC1	-1%	0%
COc1ccc(-n2c(C)nc3c(cnn3-c3ccc(F)cc3)c2=O)cc1	3%	-7%
Cc1cc(=O)oc2cc(OCC(=O)Nc3ccc(O)c(C(=O)O)c3)ccc12	?	-5%
COc1cccc(Cn2c(=O)n(-c3ccc(C)c(F)c3)c(=O)c3sc4ccccc4c32)c1	0%	7%
Cc1cccc(NC(=O)CSc2nc(-c3ccco3)cc(C(F)(F)F)n2)c1C	1%	6%
Cc1cc(Cl)ccc1NC(=O)C1CCCN1S(=O)(=O)c1ccc2c(c1)CCCC(=O)N2 (configuration not stated)	1%	-13%

Additional entries follow:
Structure	FLuc counter	BRCA1 expr up
CCc1ccc(C2CC(=O)Nc3c2c(=O)n(C)c2ncnn32)cc1 (configuration not stated)	-7%	12%
Cc1nn(S(=O)(=O)c2ccc(C(C)(C)C)cc2)c(C)c1S(=O)(=O)N1CCCCCC1	?	5%
COc1ccc(NC(=O)CN2C(=O)CCc3cc(S(=O)(=O)N4CCOCC4)ccc32)cc1Cl	-15%	0%
COC(=O)C1=C(c2ccccc2)c2ccccc2S(=O)(=O)N1CC(=O)Nc1ccc(OC)cc1OC	-2%	-6%
CCOC(=O)Cc1ccc(NC(=O)Nc2cc3c(cc2N2CCCCC2)n(C)c(=O)n3C)cc1	-1%	-24%
Cn1ccnc1SCC(=O)Nc1cc(Cl)ccc1Cl	-4%	15%
Cc1ccc(C)c(-c2csc(-c3c(N)c(C(=O)c4ccc5c(c4)OCO5)n4ccccc34)n2)c1	3%	11%
Cc1c2cnn(-c3ccccc3)c(=O)c2c(C)n1CC(=O)NCCc1ccc(Cl)cc1	4%	-1%
CCCSCCCNC(=O)CN1C(=O)COc2ccc(S(=O)(=O)N3CCC(C)CC3)cc21	3%	0%
CCN(CC)CCCNC(=O)CCc1c(C)nc2c(c1C)c(=O)n(C)c(=O)n2C	-2%	20%
COc1cc(NC(=O)NCCn2nnc3cc(S(=O)(=O)N(C)C)ccc32)cc(OC)c1OC	5%	5%
CCOC(=O)CSc1nc2sc3c(c2c(=O)n1Cc1ccccc1)CC(C(C)C)OC3 (configuration not stated)	3%	6%
Cc1ccccc1CNC(=O)CN1CCSc2ccccc21	?	20%
Cc1cc(NC(=O)C2CCN(S(=O)(=O)c3cccc4nsnc34)CC2)ccc1Br	-1%	-12%
CSc1ccccc1NC(=O)CCS(=O)(=O)c1nc(-c2ccc3c(c2)OCO3)cc(C(F)(F)F)n1	-12%	-23%
COc1ccc(CCNC(=O)c2ccc(Cn3c(=O)c4ccccc4n(Cc4cc(C)ccc4C)c3=O)cc2)cc1OC	1%	7%
CCC(C)n1c(=N)c(C(=O)NCc2ccccc2)cc2c(=O)n3cc(C)ccc3nc21 (configuration not stated)	-4%	10%
COc1ccc(-n2c(=O)c3c(c4cc(OC)ccc4n3C)n(CC(=O)NCC3CCCO3)c2=O)cc1 (configuration not stated)	-3%	3%
COc1ccc(C2CC(=O)c3cnc4c(-c5ccccc5)c(C)nn4c3C2)c(OC)c1 (configuration not stated)	-2%	-18%
COc1cc(OC)cc(C(=O)Nc2nnc3n2CCS3)c1	-3%	-24%

One compound at a time, from the list above. Order of values: FLuc counter	BRCA1 expr up
`Cc1nn(S(=O)(=O)c2ccc(C(C)(C)C)cc2)c(C)c1S(=O)(=O)N1CCCCCC1` is listed with ?	5%
`COc1ccc(C2CC(=O)c3cnc4c(-c5ccccc5)c(C)nn4c3C2)c(OC)c1` (configuration not stated) is listed with -2%	-18%
`Cc1ccccc1CNC(=O)CN1CCSc2ccccc21` is listed with ?	20%

Pulled by compound from the list above (three):
Structure	FLuc counter	BRCA1 expr up
COc1ccc(NC(=O)CN2C(=O)CCc3cc(S(=O)(=O)N4CCOCC4)ccc32)cc1Cl	-15%	0%
COc1ccc(-n2c(=O)c3c(c4cc(OC)ccc4n3C)n(CC(=O)NCC3CCCO3)c2=O)cc1 (configuration not stated)	-3%	3%
Cn1ccnc1SCC(=O)Nc1cc(Cl)ccc1Cl	-4%	15%

The results go on.
Structure	FLuc counter	BRCA1 expr up
Cn1c(=O)c2c(-c3ccccc3Br)n(C(C)(C)C)cc2n(C)c1=O	-16%	4%
Cc1cccc(NC(=O)c2c(NC(=O)c3ccccc3)sc3c2CCCC3)c1	?	10%
CC(=O)OCc1cnc(C)c2oc(=O)c(C(=O)Nc3ccc(F)cc3C)cc12	-18%	5%
O=C(NCc1cccc(Cl)c1)c1cc2c(s1)-c1ccccc1OC2	2%	0%
COc1cc(OC)cc(-c2cc3nc(C)c(CCC(=O)NCCc4cccc(C)c4)c(C)n3n2)c1	5%	-10%
CCOC(=O)c1ccc(NC2=CC(c3ccc(OCC)cc3)N(c3ccc(C(=O)OCC)cc3)C2=O)cc1 (configuration not stated)	-8%	9%
Cc1c(C(=O)N(C)C)sc2c1c(=O)n(-c1ccc(Cl)c(Cl)c1)c(=O)n2CC(=O)Nc1ccc(Br)cc1F	1%	7%
Cc1c(NC(=O)c2nc3ccccc3n(C)c2=O)cccc1[N+](=O)[O-]	0%	4%
CC(=O)c1cccc(NC(=O)Cn2cc(C(=O)c3cccc(Cl)c3)c(=O)c3ccc(C)nc32)c1	0%	13%
CCCCc1ccc(NC(=O)c2ccc(=O)n(Cc3cccc(C)c3)c2)cc1	?	-51%
CCN(C(=O)CN(C)S(=O)(=O)c1ccc2c(c1)c(=O)n(C)c(=O)n2C)c1ccc(OC)cc1	-3%	-6%
CCOCCCNC(=O)c1cn(CC)c2ccc(S(=O)(=O)N3CCc4ccccc4C3)cc2c1=O	4%	6%
COc1ccc(NC(=O)CSc2nc(-c3ccco3)cc(C(F)(F)F)n2)cc1	-2%	-39%

Screening data as filed in PubChem.

This is a subset (hit frequency here may not be typical).
